# mIAP inh: inhibitors of mouse IAP, primary screen, biochemical, luminescence, uHTS. AID 2806, 2010. inhibition, % at 10 µM. purified mouse IAP, CDP-Star luminescence, 30 min. intestinal alkaline phosphatase [Mus musculus]. actives 0.2% (n = 330,000);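 active means inhibition of at least 40% at 10 µM in the primary screen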;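 further: plate controls were DMSO with enzyme for no effect and no enzyme wells for full effect; values of inactives mirror those of a sister screen read the other way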
# HKDC1 inh: HKDC1 hexokinase inhibitors, primary screen, biochemical, fluorescence, uHTS. recombinant HKDC1, G6PDH/diaphorase resazurin coupled fluorescence. actives 0.16% (n = 340,000). Q2TB90. inhibition, % at 20 µM;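 active means inhibition above about 35% when tested at 20 µM, limit read from the data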;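 further: plate controls were DMSO wells with enzyme for no effect and DMSO wells lacking enzyme for full effect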
# Target sequence (Q2TB90 whole entry, looked up): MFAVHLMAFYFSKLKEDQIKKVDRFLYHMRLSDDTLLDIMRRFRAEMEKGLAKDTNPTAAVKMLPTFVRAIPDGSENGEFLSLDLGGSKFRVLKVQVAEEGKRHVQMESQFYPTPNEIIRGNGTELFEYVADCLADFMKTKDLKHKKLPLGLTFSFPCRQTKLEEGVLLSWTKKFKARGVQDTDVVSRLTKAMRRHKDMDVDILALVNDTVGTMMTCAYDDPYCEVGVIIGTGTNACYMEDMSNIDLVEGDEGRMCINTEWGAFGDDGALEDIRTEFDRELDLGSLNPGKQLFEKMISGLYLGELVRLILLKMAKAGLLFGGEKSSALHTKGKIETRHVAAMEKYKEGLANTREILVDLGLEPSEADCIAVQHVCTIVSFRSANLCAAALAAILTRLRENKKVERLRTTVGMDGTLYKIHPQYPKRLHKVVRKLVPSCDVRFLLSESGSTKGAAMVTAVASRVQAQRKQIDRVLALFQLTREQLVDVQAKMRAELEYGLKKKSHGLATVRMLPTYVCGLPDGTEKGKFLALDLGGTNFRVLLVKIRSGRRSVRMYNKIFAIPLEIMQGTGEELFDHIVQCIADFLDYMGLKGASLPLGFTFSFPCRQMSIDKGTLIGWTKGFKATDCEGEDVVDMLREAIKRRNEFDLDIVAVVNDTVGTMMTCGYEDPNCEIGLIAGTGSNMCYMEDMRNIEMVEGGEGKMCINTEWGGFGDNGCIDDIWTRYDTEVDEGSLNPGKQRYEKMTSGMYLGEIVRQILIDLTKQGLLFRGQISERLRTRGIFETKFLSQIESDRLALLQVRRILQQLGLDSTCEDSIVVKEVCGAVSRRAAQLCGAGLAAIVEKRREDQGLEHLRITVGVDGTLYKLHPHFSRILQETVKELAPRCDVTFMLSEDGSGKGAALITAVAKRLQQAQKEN
#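 System: Recombinant HKDC1 hexokinase | Amount: HKDC1 at 5 µg/mL | Reagent: Glucose with 1 mM ATP | Doses: Single 20 µM dose | Incubation: Reaction time 90 min, room temperature, protected from light | Signal: Coupled resazurin fluorescence, excitation 525 nm, emission 613 nm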
# PfGluPho inh: PfG6PD enzyme inhibitors, primary screen, biochemical, fluorescence intensity, uHTS. AID 504690, 2011. actives 0.78% (n = 350,000). PfGluPho enzyme, NADPH resazurin-diaphorase fluorescence. glucose-6-phosphate dehydrogenase-6-phosphogluconolactonase (Plasmodium falciparum 3D7). inhibition, % at 20 µM;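 active means inhibition reaching at least a set limit at 20 µM in the primary screen, cut at about 59% in these data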;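 further: 0% = DMSO wells with substrate and 100% = DMSO wells lacking glucose-6-phosphate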
# hIAP act: human IAP activators, primary screen, biochemical, luminescence, uHTS. purified human IAP, CDP-Star luminescence, 30 min; hits give high values; 1 = vehicle-only enzyme, 0 = enzyme-free background. activation factor at 10 µM. AID 2524, 2010. actives 0.16% (n = 330,000). Intestinal-type alkaline phosphatase (Homo sapiens), P09923;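 active means activation factor of the enzyme at least 2-fold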; further: the source names both 10 and 20 µM as test concentration; values of inactives mirror those of a sister screen read the other way
# APOBEC3A inh: APOBEC3A ssDNA deaminase inhibitors, primary screen, selectivity assay for APOBEC3G inhibitor project, biochemical, FAM/TAMRA oligo cleavage fluorescence | DNA dC->dU-editing enzyme APOBEC-3A (Homo sapiens), P31941 | recombinant A3A, FAM/TAMRA ssDNA deamination fluorescence | inhibition, % at 20 µM | actives 0.41% (n = 330,000);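 active means at least 40% inhibition at 20 µM here, with at most 30% in a related deaminase screen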;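 further: plate controls were A3A with DMSO for no effect and wells lacking A3A enzyme for full effect; some results filed as inactive read as strong as hits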
# Target sequence (P31941 whole entry, looked up): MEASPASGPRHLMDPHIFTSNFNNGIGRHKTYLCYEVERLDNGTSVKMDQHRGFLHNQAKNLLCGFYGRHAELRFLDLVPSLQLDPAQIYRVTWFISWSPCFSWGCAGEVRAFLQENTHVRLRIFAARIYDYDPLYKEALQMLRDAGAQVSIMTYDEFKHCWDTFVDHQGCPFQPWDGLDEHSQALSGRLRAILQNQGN
# mIAP act: activators of mouse IAP, primary screen, biochemical, luminescence, uHTS. muIAP, CDP-Star luminescence, 30 min; hits give high values; 1 = vehicle-only enzyme signal, 0 = enzyme-free wells. activation factor at 10 µM. actives 0.24% (n = 330,000);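 active means activation factor of at least 2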; further: the source names both 10 and 20 µM as test concentration; values of inactives mirror those of a sister screen read the other way
#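 Assay system: mouse IAP enzyme; reagent: chemiluminescent substrate CDP-Star; dosing: test compounds delivered from DMSO solution; schedule: 30 min at room temperature; measured by: luminescence from enzymatic CDP-Star hydrolysis; controls: DMSO-only wells and no-enzyme negative control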
# ATG4B inhibitor: ATG4B protease inhibitors, primary screen, biochemical, fluorescence, uHTS; Cysteine protease ATG4B (Homo sapiens), Q9Y4P1; ATG4B cleavage of LC3-PLA2, NBD-HPC fluorescence, 1 h; inhibition, % at 8.33 µM; actives 0.51% (n = 340,000); in the data active means inhibition above about 40%
# hIAP inh: human IAP inhibitors, primary screen, biochemical, luminescence, uHTS. actives 0.12% (n = 330,000). AID 2544, 2010. Intestinal-type alkaline phosphatase (Homo sapiens), P09923. purified IAP, CDP-Star luminescence, 30 min. inhibition, % at 10 µM;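 active means inhibition reaching a set limit with compound at 10 µM in the primary screen, cut at about 35% in these data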;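 further: plate controls were DMSO wells with enzyme for no effect and no-enzyme buffer wells for full effect; values of inactives mirror those of a sister screen read the other way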
# Starred values were filed as active, the others as inactive.
# Every second line gives: mIAP inh, HKDC1 inh, PfGluPho inh, hIAP act, APOBEC3A inh, mIAP act, ATG4B inhibitor, hIAP inh
Cc1cc([N+](=O)[O-])nn1CCCC(=O)NCc1ccccc1
    6, -7, -1, 1.1, -3, 0.94, 2, -7
Cc1nc2ccccc2c(=O)n1NC(=O)c1ccc(Cl)c([N+](=O)[O-])c1
    -12, 0, 1, 0.92, 0, 1.1, 0, 8
NC(=O)CC(NC(=O)Cc1ccc(Br)cc1)c1ccc(NCCN2CCCC2)c([N+](=O)[O-])c1 (stereo not given)
    2, 5, 8, 0.98, -1, 0.98, -12, 2
CCOC(=O)c1ccc2c(c1)nc(SCc1cn3ccsc3n1)n2CC
    1, -6, 14, 1.1, -1, 0.99, 1, -15
O=C(Nc1ccc(Cl)cn1)c1ccc(COc2ccccc2Br)o1
    15, 17, -2, 0.83, -3, 0.85, 17, 17
CN(Cc1ccccc1)C(=O)COC(=O)c1cc(=O)[nH]c2ccccc12
    4, -7, 7, 1.1, -4, 0.96, -13, -8
CCN(CC)S(=O)(=O)c1cccc(NC(=O)c2ccc(Sc3nncn3C)c([N+](=O)[O-])c2)c1
    6, -2, 7, 0.98, 0, 0.94, -9, 2
N#Cc1c(SCc2ccccc2)sc(C(=O)c2ccccc2)c1N
    22, 3, -9, 1.3, -2, 0.78, -4, -29
COc1ccc(C2=NOC3(CC(=O)N(c4ccc(C)cc4)C3=O)C2)c(OC)c1 (stereo not given)
    -5, 14, -5, 0.92, 6, 1, -4, 8
Cc1ccc(NC(=O)c2sc(N)nc2-c2ccc([N+](=O)[O-])cc2)c(C)c1
    -8, -5, -16, 1, -2, 1.1, 1, -3
COc1ccc(N2CCN(C(C)=C3C(=O)c4ccccc4C3=O)CC2)cc1
    5, 6, -15, 0.99, -2, 0.95, 12, 1
COC(=O)c1ccc(CN2CCN(Cc3ccc(C(=O)OC)o3)CC2)o1
    3, -9, -25, 0.94, -14, 0.97, 2, 6
CN(N)C(=S)Nc1ccc(Cl)cc1
    1, -10, 6, 0.95, 2, 0.99, 2, 5
CCOc1ccc(C2=Nn3c(CC)nnc3SC2)cc1
    1, -1, -5, 0.98, -1, 0.99, 3, 2
CCN(CC)S(=O)(=O)c1ccc(C(=O)Oc2cc(C)[nH]c(=O)c2[N+](=O)[O-])cc1
    1, 16, -17, 0.93, -2, 0.99, 4, 7
CCN(CC)C(=O)CSc1nc(O)c(Cc2ccccc2)c(=O)n1-c1ccc(C)cc1
    -5, -1, 3, 1.1, -2, 1, -5, -13
Cc1c(-n2cc(C(=O)O)c(=O)c3cc(F)c(N4CCCC4)c(F)c32)c(=O)n(-c2ccccc2)n1C
    0, -1, 9, 1.1, -1, 1, 1, -10
COc1ccc2c(c1)c(=O)c(C(=O)c1ccc(C)cc1)cn2CC(=O)Nc1ccc(F)cc1
    6, -1, 5, 0.82, -3, 0.94, -5, 18
CCOc1ccc(S(=O)(=O)NCCCn2ccnc2)cc1NC(C)=O
    8, -5, 8, 1.1, 4, 0.92, -1, -11
CCOC(=O)c1ccc(N2C(=O)C=CC2=O)cc1
    10, -3, 66*, 1, -3, 0.9, -9, 0
CCC(C)(C)NC(=O)C(OC(=O)c1ccco1)c1ccccc1OC (stereo not given)
    7, -4, -7, 0.86, -2, 0.93, -19, 14
COc1ccc(/C=N/NC(=O)c2nonc2N)cc1OC
    -3, 0, 6, 0.95, 0, 1, 5, 5
COc1ccc(C)cc1NC(=O)COC(=O)c1ccc2c(c1)OCCO2
    -8, -5, 7, 1.2, -3, 1.1, 0, -19
COCC(C)n1c(SCC(=O)NC(=O)NCc2ccccc2)nc2ccccc2c1=O (stereo not given)
    4, 3, -1, 1, 1, 0.96, 0, -5
CCN(CC)c1ccc2cc(C(=O)Nc3ccccn3)c(=O)oc2c1
    -5, 1, 6, 0.79, -1, 1.1, -14, 21
S=C(Nc1ccccc1Cl)N1CCCCCC1
    3, -6, 6, 0.88, -3, 0.97, -3, 12
O=C(/C=C/c1cccc(C(F)(F)F)c1)NNC(=O)c1ccncc1
    -6, -9, -11, 1.5, -2, 1.1, -4, -47
CC(NC(=O)c1ccncc1)c1ccc(Cl)cc1Cl (stereo not given)
    2, -3, 12, 0.91, -2, 0.98, 0, 9
COc1ccc(CNC(=O)Cn2nc(Cc3cccnc3)c3ccccc3c2=O)cc1
    -3, -8, 7, 0.89, -2, 1, -12, 11
CN(C1CCCCC1)C(CNS(=O)(=O)c1ccccc1)c1ccccc1 (stereo not given)
    -2, 1, -4, 0.88, 0, 1, 8, 12

# Part of the list above, field by field:
COc1ccc(C)cc1NC(=O)COC(=O)c1ccc2c(c1)OCCO2
  mIAP inh: -8; HKDC1 inh: -5; PfGluPho inh: 7; hIAP act: 1.2; APOBEC3A inh: -3; mIAP act: 1.1; ATG4B inhibitor: 0; hIAP inh: -19

CCOC(=O)c1ccc2c(c1)nc(SCc1cn3ccsc3n1)n2CC
  mIAP inh: 1; HKDC1 inh: -6; PfGluPho inh: 14; hIAP act: 1.1; APOBEC3A inh: -1; mIAP act: 0.99; ATG4B inhibitor: 1; hIAP inh: -15

# (continued)
# Every second line gives: mIAP inh, HKDC1 inh, PfGluPho inh, hIAP act, APOBEC3A inh, mIAP act, ATG4B inhibitor, hIAP inh
O=C(C1CCCO1)N1CCN(S(=O)(=O)c2ccccc2)CC1 (stereo not given)
    0, 5, -19, 1.1, 0, 1, 9, -8
Cc1cccc(N2C(=O)N3[C@H](c4ccc(Br)cc4)[C@@H]4C(=O)N(C(C)(C)C)C(=O)[C@@H]4[C@]3(C)C2=O)c1
    3, 0, 9, 0.97, -1, 0.97, -7, 3
O=C(NNc1ccccc1Br)C(O)(c1cccc(C(F)(F)F)c1)c1cccc(C(F)(F)F)c1
    -12, -11, 12, 1, -1, 1.1, -3, -1
O=C1c2ccccc2C(=O)N1CCSc1nnc(-c2ccco2)n1Cc1ccccc1
    1, 0, -3, 0.88, -3, 0.99, 5, 12
CCCCC(=O)N1CC(=O)Nc2ccc(F)cc2C1c1ccccc1 (stereo not given)
    -7, -3, -4, 1.2, -1, 1.1, -1, -24
O=C(O)c1ccccc1C(=O)OCCCCOC(=O)c1ccccc1C(=O)O
    -1, -10, -6, 1.1, -3, 1, -2, -12
CNC(=O)CC(CC(=O)c1ccccc1)c1ccccc1 (stereo not given)
    -8, 1, -3, 1.1, -1, 1.1, 0, -10
CCOC(=O)c1cc(NC(=O)CSc2nnc(CN3CCOCC3)n2C)ccc1Cl
    7, -6, 1, 0.91, -3, 0.93, 2, 9
COc1ccc(NC(=O)CSCc2cc(=O)n3c(C)csc3n2)cc1
    -4, 5, -1, 1.1, 2, 1, 8, -7
COCCn1nnnc1SCC(=O)NCc1ccc2c(c1)OCO2
    7, -5, 15, 1.2, 1, 0.93, -8, -20
CCOC(=O)C1=C(C)NC(=S)NC1c1cccs1 (stereo not given)
    -5, -5, 13, 0.85, -3, 1.1, -7, 15
c1cc(-c2nnn(CCOCCn3nnc(-c4ccncc4)n3)n2)ccn1
    -8, -2, -5, 1.1, 0, 1.1, -5, -5
CC(C)(C)[C@H]1C=C(C(N)=O)O[C@@H](OCCCCO)C1
    4, 6, 25, 0.98, 0, 0.96, 5, 2
COc1ccc(-n2c(Cn3nc(C(F)(F)F)cc3C)n[nH]c2=S)cc1
    -9, 1, 36, 1.3, 4, 1.1, 2, -26
COc1cccc(NC(=O)c2ccc(S(=O)(=O)N3CCCCC3)cc2)c1
    13, -4, 15, 0.92, -7, 0.87, -13, 8
Cc1ccc(C(=O)NCCNC(=O)COc2ccccc2Cl)cn1
    4, -7, -14, 1, 1, 0.96, 5, -4
O=C(C(=O)N1CCc2ccccc2C1)c1cn(CC(=O)N2CCCCC2)c2ccccc12
    -5, 0, -5, 0.85, 1, 1, 34, 15
COCCCNC(=O)c1ccc(NC(C)=O)cc1
    2, -10, -10, 0.98, 2, 0.98, 2, 2
Cc1ccc(-c2sc(C)nc2CC(=O)O)cc1
    5, -3, -5, 1.1, -3, 0.95, 3, -11
Cc1cc2nc(CCN3CCOCC3)n(S(=O)(=O)c3ccc(C(C)(C)C)cc3)c2cc1C
    13, -5, 26, 0.92, 8, 0.87, -1, 8
Cc1cccc(-n2c(N)cc(=O)[nH]c2=S)c1C
    -5, 0, -18, 0.82, -1, 1.1, 2, 18
CC(C)N(C(=O)CO/N=C/c1cccc([N+](=O)[O-])c1)C(C)C
    3, -3, -26, 0.94, 1, 0.97, 2, 6
CS(=O)(=O)n1nc(-c2ccccc2)nc1N
    -2, 5, -21, 1, -4, 1, 11, 0
Cc1ccc(O)c(NC(=O)c2cc3nc4c(c(C(F)(F)F)n3n2)CCc2ccccc2-4)c1
    5, -4, -16, 1.1, -10, 0.95, 9, -13
Cc1ccc(C(=O)Nc2ccccc2N2CCCCC2)cc1[N+](=O)[O-]
    7, -1, 7, 0.96, 0, 0.93, 37, 4
COc1cccc(CN2CCN(c3ccc(F)cc3)C2=O)c1
    -16, 2, -9, 0.97, -1, 1.2, 8, 3
COc1ccc(/C=C/C(=O)OCC(=O)NCCC2=CCCCC2)cc1
    -9, -7, 6, 1, -2, 1.1, 6, 0
O=C(COC(=O)c1ccc2c(c1)S(=O)(=O)c1ccccc1C2=O)NC1CC1
    1, 5, -12, 1, 3, 0.99, -9, -3
CCc1nnc(NC(=O)CSc2nc3ccc(OC)cc3[nH]2)s1
    26, 2, -26, 0.98, -3, 0.74, 0, 2
Cc1ccccc1NC(=O)N1CCN(C/C=C/c2ccccc2)CC1
    3, -8, 1, 0.92, -2, 0.97, -3, 8

# Looked up above:
# HKDC1 inh with Cc1ccc(C(=O)Nc2ccccc2N2CCCCC2)cc1[N+](=O)[O-] is entered as -1
# APOBEC3A inh with Cc1ccc(C(=O)NCCNC(=O)COc2ccccc2Cl)cn1 is entered as 1
# mIAP act with Cc1cccc(N2C(=O)N3[C@H](c4ccc(Br)cc4)[C@@H]4C(=O)N(C(C)(C)C)C(=O)[C@@H]4[C@]3(C)C2=O)c1 is entered as 0.97
# hIAP act with O=C1c2ccccc2C(=O)N1CCSc1nnc(-c2ccco2)n1Cc1ccccc1 is entered as 0.88
# hIAP act with COCCCNC(=O)c1ccc(NC(C)=O)cc1 is entered as 0.98
# mIAP act with Cc1ccc(O)c(NC(=O)c2cc3nc4c(c(C(F)(F)F)n3n2)CCc2ccccc2-4)c1 is entered as 0.95

# Next results
mol,mIAP inh,HKDC1 inh,PfGluPho inh,hIAP act,APOBEC3A inh,mIAP act,ATG4B inhibitor,hIAP inh
CCN1C(=O)[C@H]2[C@@H](c3ccc(-c4ccc5c(c4)OCO5)cc3)N[C@@](Cc3ccccc3)(C(=O)OC)[C@H]2C1=O,8,-1,10,1,3,0.92,0,0
CCCSc1nsc(SCCC)c1C#N,3,-1,-24,0.87,1,0.97,8,13
CC(=O)Nc1ccccc1/C=C/c1ccc2c(C)cc(C)c(O)c2n1,0,-13,-12,1.5,-2,1,9,-48
Cc1c(NC(=S)NC(=O)c2ccccc2Cl)c(=O)n(-c2ccccc2)n1C,8,-3,-6,1.1,-8,0.92,-2,-12

# Assay outcomes deposited in PubChem by Sanford-Burnham Center for Chemical Genomics.
